Screening data as filed in PubChem.
S1P4 agonist – activates the human S1P4 receptor; activation, % at 4.98 µM; hit rate 0.35% among 220,000; S1P4-expressing cell line, agonist reporter assay; AID 1509; in the data active = activation above about 11%;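 note: 0% = DMSO vehicle and 100% = reference agonist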
Target sequence (O95977 whole entry, looked up): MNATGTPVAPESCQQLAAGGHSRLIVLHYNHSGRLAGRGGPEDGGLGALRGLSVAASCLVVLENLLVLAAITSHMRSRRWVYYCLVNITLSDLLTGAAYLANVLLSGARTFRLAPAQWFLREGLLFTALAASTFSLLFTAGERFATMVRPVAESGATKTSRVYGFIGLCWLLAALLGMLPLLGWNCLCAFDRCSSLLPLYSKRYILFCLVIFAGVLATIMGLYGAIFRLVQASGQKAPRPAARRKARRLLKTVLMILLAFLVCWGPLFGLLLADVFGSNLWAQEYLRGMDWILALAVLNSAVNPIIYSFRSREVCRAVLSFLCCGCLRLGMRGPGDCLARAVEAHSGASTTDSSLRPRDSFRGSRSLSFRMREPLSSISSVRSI
CHOP inhibitor – inhibitors of CHOP induction in ER stress response. CHO-K1 CHOP-promoter luciferase, tunicamycin-induced, 15-18 h. inhibition, % at 10 µM. hit rate 3.8% among 220,000;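 active = compounds that reduced the stress-induced luciferase reporter signal by more than about 70% of percent inhibition, limit read from the data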;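 note: 0% = tunicamycin plus vehicle and 100% = wells without tunicamycin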
BaF3 tox – counter-screen for JAK2V617F inhibitors: parental Ba/F3 viability inhibitors; CellTiter-Glo ATP luminescence; AID 1486; hit rate 1.1% among 220,000; inhibition, % at 5.6 µM;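 active = inhibition above a per-campaign cutoff, the mean inhibition of all tested compounds plus 3 SD, cut at about 27% in these data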;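 note: 0% = DMSO wells and 100% = JAK Inhibitor I control wells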
Ba/F3 V617F tox – lowers viability of Ba/F3 cells expressing EpoR and JAK2V617F; AID 1446; inhibition, % at 5.6 µM; ATP luminescence; hit rate 1.1% among 220,000;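 active = inhibition above the campaign mean plus 3 SD over all tested compounds, cut at about 24% in these data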;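 note: cytokine-independent growth of Ba/F3 cells driven by EpoR plus mutant JAK2; 0% = DMSO-treated cells and 100% = JAK inhibitor I control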
NPY-Y2 PAM-ag – human NPY-Y2 potentiation or agonism, primary screen; hit rate 0.45% among 220,000; activation, % at 3.6 µM; cells expressing NPY-Y2, potentiator/agonist read-out; P49146; in the data active = activation above about 27%;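 note: cells stimulated with NPY near EC25 plus isoproterenol at EC100; 0% = vehicle plus submaximal agonist and 100% = vehicle plus saturating agonist; some results beyond the cut were filed as inactive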
S1P4 antagonist – blocks the human S1P4 receptor; O95977; S1P4-expressing cells, antagonist mode, reporter read-out; inhibition, % at 4.98 µM; hit rate 0.26% among 220,000; AID 1510; in the data active = inhibition above about 29%;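 note: 0% = wells stimulated with agonist and 100% = vehicle wells without agonist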
NPY1 pot ag – potentiators or agonists of human neuropeptide Y receptor Y1. P25929. NPY-Y1 expressing cells, potentiator/agonist activation. activation, % at 3.6 µM. hit rate 0.37% among 220,000. AID 1304; in the data active = activation above about 33%, passing the limit was not always enough;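 note: cells stimulated with NPY at EC10 then isoproterenol at EC100; 0% = low agonist plus stimulus and 100% = saturating agonist plus stimulus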
Target sequence (P25929 whole entry, looked up): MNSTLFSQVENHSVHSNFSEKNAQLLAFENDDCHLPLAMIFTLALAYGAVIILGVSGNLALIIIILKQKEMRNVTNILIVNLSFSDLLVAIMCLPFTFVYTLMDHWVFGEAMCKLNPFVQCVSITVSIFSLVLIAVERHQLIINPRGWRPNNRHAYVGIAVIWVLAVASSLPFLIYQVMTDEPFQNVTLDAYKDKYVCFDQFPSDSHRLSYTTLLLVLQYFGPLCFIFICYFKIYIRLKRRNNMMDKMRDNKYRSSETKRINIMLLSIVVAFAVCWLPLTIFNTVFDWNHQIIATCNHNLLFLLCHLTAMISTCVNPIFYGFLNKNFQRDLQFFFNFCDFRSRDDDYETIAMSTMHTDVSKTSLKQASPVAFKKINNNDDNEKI
NPY Y1 blocker – blocks the human neuropeptide Y Y1 receptor; P25929; HEK293-CNG Y1 cells, membrane potential fluorescence; NPY at EC95, then isoproterenol; inhibition, % at 3.6 µM; hit rate 1% among 200,000; AID 1040;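 active = inhibition above the campaign mean inhibition of all tested compounds plus 3 SD, cut at about 20% in these data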;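 note: 0% = DMSO wells given NPY plus isoproterenol and 100% = isoproterenol alone without NPY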
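System: HEK293 cells with Y1 receptor plus CNG channel / Probe or stimulus: NPY 25 nM then isoproterenol 1 µM plus Ro 20-1724 25 µM / Compound: one concentration, 3.6 µM, in 0.4% DMSO / Schedule: compound incubation 1 h at room temperature, readout 45 min post-stimulation / Measured by: membrane potential fluorescence / Read-out: % inhibition of NPY effect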
p47phox inh – inhibitors of human p47phox binding | p47phox/p22phox peptide binding, fluorescence polarization, 2 h | inhibition, % at 24.7 µM | hit rate 0.53% among 220,000;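 active = inhibition above about 30%, limit read from the data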;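 note: 0% = p47phox with labelled peptide and 100% = labelled peptide alone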
* hit, by the source's call; . = not tested or not shown.

Values run as follows: S1P4 agonist	CHOP inhibitor	BaF3 tox	Ba/F3 V617F tox	NPY-Y2 PAM-ag	S1P4 antagonist	NPY1 pot ag	NPY Y1 blocker	p47phox inh
- O=C(COc1ccccc1)c1cn(CC(=O)N2CCCC2)c2ccccc12
  -0.5	2	3	6	-16	-18	6	-4	-5
- CS(=O)(=O)N1CCN(c2nc(-c3ccc(F)cc3)cs2)CC1
  2.7	-6	8	4	4	2	0	-8	-10
- Cc1cccc(CSCc2nnc(N)s2)c1
  1.1	28	0	-1	-4	-33	0	4	-5
- COc1ccc(N=Cc2c[nH][nH]c2=O)cc1
  -3.7	-20	1	-1	0	-1	-12	0	-9
- Cc1ccc(CN2CCN(/N=C/c3ccc(C(=O)O)cc3)CC2)cc1
  -2.6	15	6	0	12	-6	0	2	2
- Cc1ccccc1OCC(=O)N/N=C/c1ccccn1
  -1.9	2	-2	-2	7	13	-2	-2	0
- CC(OC(=O)c1ccccc1Br)C(=O)Nc1nc(-c2cccc([N+](=O)[O-])c2)cs1 (centres undefined)
  0.1	9	-2	-5	7	-3	-4	8	-4
- O=c1c2ccccc2nnn1COc1cccc2ccccc12
  0.3	-12	9	5	-17	2	-17	8	-19
- CN(C)/C=N/C(=S)Nc1ccccc1
  -0.7	11	3	3	7	-12	-9	3	5
- CN1CCN(NC(=O)c2cccc(C(F)(F)F)c2)CC1
  -1.2	-11	-5	-3	-3	-2	3	.	6
- O=C1CC(c2ccccc2)CN1S(=O)(=O)c1ccccc1 (centres undefined)
  -4.5	6	7	-1	-2	-21	-1	4	4
- Cc1nc2ccccc2c(=O)n1NCc1cccs1
  0.9	29	-1	-7	1	6	0	9	-12
- Cc1c(NC(=O)CN2C(=O)NC3(CCC(C)CC3)C2=O)c(=O)n(-c2ccccc2)n1C (centres undefined)
  2.6	-2	3	2	-17	-6	13	-3	6
- CC(=Nc1ccc(C)cc1)c1sc2ccccc2c1O
  0.1	-13	5	0	-13	1	0	12	-9
- CCOC(=O)c1cc(C)n(Cc2cccc(OC)c2OC)c1C
  0.5	62	2	-2	-3	12	6	-7	-3
- COc1ccc(-n2nnnc2SCC(=O)Nc2ccccc2)cc1
  0.5	10	1	-3	3	-6	-17	3	1
- O=C1C2CCCN2C(c2ccccc2)N1c1ccc(Cl)cc1 (centres undefined)
  0.3	17	6	12	5	-11	-2	3	-11
- O=[N+]([O-])c1cccc(CSc2nnc(Cc3ccccc3)n2-c2ccc(F)cc2)c1
  1.3	32	3	0	-1	-6	4	0	-5
- COc1ccc(OC)c(/C=C/C(=O)Nc2cccc(S(=O)(=O)N3CCCC3)c2)c1
  0.9	30	4	5	-9	3	-3	5	-38
- CCN(CC)CCN1C(=O)C(O)=C(C(=O)c2cccs2)C1c1ccc(C)o1 (centres undefined)
  1.4	1	2	1	-15	-9	-29	-1	0
- CCN(CC)CCSc1nc(O)c(-c2ccccc2)c(=O)[nH]1
  -0.5	8	8	3	13	-6	1	-5	-10
- COc1ccc2c(C(=O)CN3CCN(c4ccccc4)CC3)c[nH]c2c1
  -1.4	56	6	4	-10	1	-10	4	-44
- O=C(CN1CCN(c2ccccc2)CC1)N/N=C/c1cccc(F)c1
  -0.2	5	1	0	-10	2	16	7	-4
- COc1ccc(C(=O)CCC(=O)N2CCN(c3ccc(N4CCOCC4)nn3)CC2)cc1
  -2.6	33	8	2	-1	-2	-2	3	-5
- Cc1cc(OC(=O)c2ccco2)c2c(C)cc(=O)oc2c1
  -0.4	8	3	-1	-11	-10	-28	2	9
- COC(=O)c1[nH]c2cc(OC)ccc2c1NC(=O)CCN1CCSCC1
  0.8	16	-1	-3	-3	-4	28	-2	-13
- COC(=O)c1ccc(/C=N/N2CCN(Cc3ccc(Cl)cc3)CC2)cc1
  0.5	39	-3	-3	-15	0	-4	.	-10
- C=CCN(C(=O)c1ccccc1)c1ccc(OC)cc1
  -0.9	.	6	2	-7	1	-5	-3	0
- CC(Cc1cccs1)NC(=O)c1cccs1 (centres undefined)
  0.1	-15	5	5	1	-21	-5	2	-6
- O=S1(=O)CCN(OCc2ccc(F)cc2Cl)CC1
  1.0	11	1	-1	-6	-27	3	-3	-9
- CCn1c(SCC(=O)NCc2ccc(F)cc2)nc2c(c1=O)SC(C)C2 (centres undefined)
  0.2	-6	0	-1	-9	2	-12	7	1
- Cc1cc(C)c(NC(=O)C(C)c2cccc(C(=O)c3ccccc3)c2)c(C)c1 (centres undefined)
  -0.6	16	0	-5	0	-4	18	3	-1
- CC(=O)n1cc([C@H]2C=C(C(=O)N3CCOCC3)O[C@@H](OCc3ccc(CO)cc3)C2)c2ccccc21
  -1.9	5	3	-2	-12	9	9	5	.
- CCN(CC)C(=O)NC(c1ccc(C)c(F)c1)C(Cl)(Cl)Cl (centres undefined)
  -0.1	24	9	5	0	-7	4	3	3
- COc1ccc(CCNC(=O)Cn2cnc3c(cnn3-c3ccccc3Cl)c2=O)cc1OC
  1.7	-26	5	4	-11	8	-2	1	0
- CCN(CC)S(=O)(=O)c1cc(C(=O)Nc2ccccc2C(=O)O)ccc1OC
  0.5	-7	0	-2	-3	-25	11	-2	-10
- COc1ccc(-n2cc(CN(C)Cc3n[nH]c(=O)[nH]3)c(-c3cccc(F)c3)n2)cc1
  0.1	19	7	-1	-5	-13	11	2	-20
- Cc1nnc(SCC(=O)Nc2ccccc2NC(=O)CSc2nnc(C)s2)s1
  -1.0	17	3	1	5	-9	-27	4	-20
- O=S(=O)(O)c1nc2ccccc2[nH]1
  -1.3	-19	-2	3	-43	2	-4	.	-1
- CCN(CC)CCn1c2ccccc2c2cnc(N)c(C#N)c21
  -0.9	41	12	5	-13	-53	30	6	-2
- CCOC(=O)CNC(=O)COc1ccc(Cl)cc1Br
  -1.8	14	3	-2	7	-16	-15	3	-12
- CCC(C)c1ccccc1NC(=O)C(C)N(C)Cc1cccc(OC)c1 (centres undefined)
  0.8	37	8	3	-7	-15	9	3	1
- CC1CCCCN1C(=O)CN1C(=O)CN(C)C(=O)c2ccccc21 (centres undefined)
  -0.1	-17	6	1	5	0	-4	3	7
- COc1cccc(CN2CCN(Cc3cccn3-c3cccnc3)CC2CCO)c1 (centres undefined)
  -0.1	0	4	-5	0	-12	4	0	1
- CN1C(C)(C)CC(NC(=O)CCC(=O)NC2CC(C)(C)N(C)C(C)(C)C2)CC1(C)C
  1.1	.	2	1	-6	6	9	-6	.
- COCCCn1c2nc3ccccc3nc2c2c(=O)n(Cc3cccs3)cnc21
  0.0	9	2	-2	-6	4	-5	-5	-2
- O=c1[nH]c(Cc2ccc(F)cc2)nc2scc(-c3ccc(F)cc3)c12
  1.1	35	11	2	18	-18	15	-7	1
- CCOC(=O)N1CCC(Nc2c(NCCCN(CC)c3cccc(C)c3)c(=O)c2=O)CC1
  -1.7	21	1	-1	14	-2	6	-4	0
- COc1ccccc1NC(=O)Cc1noc(CSc2cccc[n+]2[O-])n1
  0.1	28	3	-2	-5	-13	11	4	-12
- COc1ccccc1N1C(=O)CSC1=NC(=O)c1ccccc1
  -1.0	25	1	-1	3	10	-13	.	0
- CCOc1ccc(N(CC(N)=O)S(=O)(=O)c2ccc(F)cc2)cc1
  0.5	25	1	-4	5	9	-24	0	0
- Cc1cccc(N2CCN(C(=O)CCCn3c(=S)[nH]c4cc5c(cc4c3=O)OCO5)CC2)c1C
  1.6	39	7	2	-12	-12	28	-3	-11
- CC1=CN2C(=NC(=O)CC2(C)C(=O)N(CC(=O)NC2CCCC2)c2ccccc2C)C=C1 (centres undefined)
  2.0	15	5	4	-5	-7	-26	9	1
- CSc1ccccc1NC(=O)Nc1cccc(Cl)c1Cl
  1.8	88*	9	7	-23	-8	-2	12	-6
- c1ccc(-n2cnc3ccccc32)cc1
  1.8	33	3	-1	0	-21	16	8	-12
- CC(=O)Nc1cccc(NC(=O)CSc2nnc(Cc3cccn3C)n2-c2ccc(F)cc2)c1
  1.4	7	1	-1	-2	-5	-4	5	-16
- COc1cccc(C(=O)NCCC2=CCCCC2)c1
  1.3	17	4	-1	-4	-14	2	-1	-17
- CCOc1cccc2c1OC1(C)CC2NC(=O)N1Cc1ccccc1 (centres undefined)
  -1.0	-8	6	5	-11	-9	0	5	60*
- CC(=O)c1cc(CN2CCC(N3CCC(C(=O)N4CCCC4)CC3)CC2)cs1
  1.4	-6	7	-1	-23	-18	-13	11	-7
- O=C(O)c1ccc(NC(=O)c2cn(-c3ccccc3)nc2-c2ccc(Cl)cc2)cc1
  0.5	5	4	2	13	-7	24	-2	-13

(further entries)
Values run as follows: S1P4 agonist	CHOP inhibitor	BaF3 tox	Ba/F3 V617F tox	NPY-Y2 PAM-ag	S1P4 antagonist	NPY1 pot ag	NPY Y1 blocker	p47phox inh
- COc1ccc(NC(=O)Cn2nc(C(F)(F)F)c3c2CCCC3)c(OC)c1
  1.5	45	2	-4	-3	-10	-38	5	-2
- CCOC(=O)C(C)Sc1ccc2nnc(CCNS(=O)(=O)c3ccccc3)n2n1 (centres undefined)
  1.1	7	0	-1	-11	-7	10	4	.
- C=CCn1c(=O)c2c(nc3n2CC(C)CN3c2cccc(OC)c2)n(C)c1=O (centres undefined)
  -2.7	17	10	1	6	-2	3	2	-20
- O=C(O)C(c1ccccc1)N1CCCC1 (centres undefined)
  0.1	3	5	3	8	-18	0	-3	1
- CCn1c2ccccc2c2cc(NC(=O)Cc3ccc(S(=O)(=O)N4CCOCC4)s3)ccc21
  -0.3	4	5	-1	11	-9	-2	-6	-9
- O=S1(=O)N=C(Nc2ccc(S(=O)(=O)N3CCCCC3)cc2)c2ccccc21
  0.0	92*	8	4	21	5	-17	-1	3
- Cc1nc2ccccc2c(=O)n1NC(=O)c1cccc([N+](=O)[O-])c1
  1.8	4	1	2	2	-8	18	0	3
- COc1ccc(Nc2ncnc3c2cnn3Cc2ccc(C)cc2)cc1
  -2.9	55	3	-2	10	9	-35	4	-9
- Cc1cc(NC2CCCCC2)nc(N2CCOCC2)n1
  0.4	12	1	-6	5	-22	2	-1	-13
- COc1cc(NC(=O)C(=O)Nc2ccc3nc4n(c(=O)c3c2)CCCCC4)cc(OC)c1OC
  -3.5	-10	6	-1	-2	3	1	.	-2
- COc1ccc(OC)c(NC(=O)C(=O)N/N=C/c2ccccc2[N+](=O)[O-])c1
  0.9	58	8	5	0	-8	-1	-6	6
- CN(CC(=O)O/N=C(\N)c1ccc([N+](=O)[O-])cc1)S(=O)(=O)c1ccccc1
  -0.9	42	6	2	-9	4	-2	6	-4
- O=C(C1CCN(S(=O)(=O)N2CCCCC2)CC1)N1CCCCC1
  -1.2	14	0	-3	12	5	6	-3	0
- Cc1ccccc1/C=C/c1nc2ccccc2c(=O)n1Cc1ccccc1
  -0.1	25	4	0	-4	0	-4	5	-12
- COc1ccc(C(=S)N2CCN(c3ccccc3Cl)CC2)cc1OC
  0.0	10	4	-4	-12	-4	-14	.	3

Record cards, from the list above. Order of screens: S1P4 agonist | CHOP inhibitor | BaF3 tox | Ba/F3 V617F tox | NPY-Y2 PAM-ag | S1P4 antagonist | NPY1 pot ag | NPY Y1 blocker | p47phox inh
`Cc1cc(C)c(NC(=O)C(C)c2cccc(C(=O)c3ccccc3)c2)c(C)c1` (centres undefined) is listed as -0.6 | 16 | 0 | -5 | 0 | -4 | 18 | 3 | -1
`COc1ccc(-n2cc(CN(C)Cc3n[nH]c(=O)[nH]3)c(-c3cccc(F)c3)n2)cc1` is listed as 0.1 | 19 | 7 | -1 | -5 | -13 | 11 | 2 | -20
